Shn3 3UTR inh: inhibitors of Schnurri-3 3'UTR reporter in osteoblasts; inhibition, % at 12.5 µM; Clone20 osteoblast Shn3 3'UTR firefly luciferase, 24 h; hit rate 0.52% among 360,000;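 active means mean inhibition of at least 75% with every replicate also reaching 75%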;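 further: 0% = median of neutral control wells and 100% = pilot-screen positive control compound; some compounds past the cut are filed as inactive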
hiPSC survival: hiPSC single-cell survival enhancement | ATPlite luminescence; 100% = ROCK inhibitor wells, 0% = DMSO | survival enhancement, % at 20 µM | hit rate 0.044% among 360,000 | AID 602274; in the data active means survival enhancement above about 18%;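 further: cells exposed to compounds for 16 hours before the ATP read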
NR2E3 ag-1: NR2E3 (human) agonism | GST-NR2E3/biotin-RetCOR TR-FRET, 1536-well | hit rate 0.12% among 320,000 | AID 2300 | inhibition of corepressor binding, % at 4.78 µM | Q9Y5X4;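 active means percent inhibition above the cutoff of mean plus 3 SD of all tested compounds, set per screening campaign, cut at about 20% in these data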;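 further: 0% = DMSO wells and 100% = biotin wells as full block of FRET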
Target sequence (Q9Y5X4 whole entry, looked up): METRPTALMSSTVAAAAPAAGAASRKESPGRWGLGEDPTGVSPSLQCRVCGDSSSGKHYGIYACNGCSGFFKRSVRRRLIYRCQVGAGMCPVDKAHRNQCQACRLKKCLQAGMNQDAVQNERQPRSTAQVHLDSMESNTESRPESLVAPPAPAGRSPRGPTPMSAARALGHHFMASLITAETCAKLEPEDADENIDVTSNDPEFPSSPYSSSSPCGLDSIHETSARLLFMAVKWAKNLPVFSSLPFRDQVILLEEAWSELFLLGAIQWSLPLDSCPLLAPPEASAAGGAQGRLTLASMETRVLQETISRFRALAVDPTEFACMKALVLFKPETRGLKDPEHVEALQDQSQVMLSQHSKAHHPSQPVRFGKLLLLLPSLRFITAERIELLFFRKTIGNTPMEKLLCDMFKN
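System: GST-tagged NR2E3 plus biotinylated RetCOR corepressor; Buffer or medium: pH 7.5 Tris-based buffer; Probe or stimulus: RetCOR corepressor, biotinylated, 7 nM; Doses: compound at 4.8 µM, single dose; Schedule: 5 h incubation at 4 °C; Technique: time-resolved FRET; Evaluation: percent inhibition of TR-FRET ratio; Replication: one well per compound, singlicate testing.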
TWEAK-Fn14 inh: TWEAK-Fn14 signaling inhibition; inhibition, % at 10 µM; hit rate 2% among 360,000; TWEAK-stimulated Fn14 reporter cells, luciferase luminescence, 8 h; in the data active means inhibition above about 50%
aDG glyco act: increases alpha dystroglycan glycosylation; Pro5-aDG cells, alpha-DG glycosylation AlphaScreen (IIH6); 0% Pro5, 100% B10-LARGE cell signal; activation, % at 10 µM; hit rate 0.22% among 360,000; AID 624168;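 active means activation of at least 8% versus controls, or a plate z-score of at least 8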;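 further: Pro5 are CHO cells carrying HIG-tagged alpha-DG that lacks glycosylation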
CF NFkB inh: cystic fibrosis NF-kB activation inhibition. inhibition, % at 5 µM. AID 588850. hit rate 0.86% among 360,000. KKLEB NF-kB-GFP reporter, PAF-induced, GFP fluorescence overnight;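 active means at least 50% inhibition at 5 µM, scaled per plate between neutral and stimulator controls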;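 further: PAF is a Pseudomonas aeruginosa culture filtrate used as stimulus; plate controls were PAF-stimulated DMSO wells for no effect and unstimulated DMSO wells for full effect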
HIF-2a block: blocks HIF-2a reporter activity; inhibition, % at 18.8 µM; 786-0 RCC cells HIF-2a reporter, luciferase luminescence, overnight; AID 624352; hit rate 0.72% among 360,000;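 active means inhibition of the luminescence signal of 40% or more relative to plate controls, in a single-dose primary screen at 18.75 µM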
KKLEB cytotox: counter-screen for CF NF-kB inhibitors: cytotoxicity. hit rate 0.36% among 360,000. AID 602141. KKLEB CF airway cells viability, ATPlite luminescence, overnight; stronger effect = lower value; cells stimulated with P. aeruginosa culture filtrate. activity change (cytotoxicity), % at 5 µM;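 active means corrected activity change at or below -50% at 5 µM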
TRPM1 prom inh: reduces MITF-dependent TRPM1 promoter luciferase signal | SK-MEL-5 TRPM1 promoter luciferase, 24 h | AID 488899 | inhibition, % at 12.5 µM | hit rate 0.83% among 330,000;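 active means mean inhibition across replicates of 60% or more, whatever share of single replicates reaches that level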; further: values of inactives mirror those of a sister screen read the other way
Peg3 promoter: inhibitors of Peg3 promoter | inhibition, % at 20 µM | HeLa PEG-Prom luciferase reporter, luminescence, overnight | hit rate 1.7% among 360,000;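 active means inhibition of at least 50% at 20 µM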
NR2E3 ag-2: human photoreceptor-specific nuclear receptor agonism; Q9Y5X4; CHO-S Gal4-NCOR/VP16-NR2E3 two-hybrid, luciferase; inhibition of corepressor binding, % at 3.98 µM; hit rate 0.35% among 360,000; AID 602229;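 active means inhibition above the mean of all tested compounds plus 3 SD, cut at about 70% in these data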;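 further: 0% = DMSO with NR2E3 transfected cells and 100% = cells lacking NR2E3 construct; higher means lower luciferase signal from less NR2E3 corepressor binding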
Starred values were filed as active, the others as inactive; nt = not tested or not shown.

Under each structure – Shn3 3UTR inh	hiPSC survival	NR2E3 ag-1	TWEAK-Fn14 inh	aDG glyco act	CF NFkB inh	HIF-2a block	KKLEB cytotox	TRPM1 prom inh	Peg3 promoter	NR2E3 ag-2
(1) C/C(CC(=O)NCc1ccc(Cl)cc1)=N\NC(=O)COc1ccc(C)cc1Br
  -3	1.2	-1	16	-0.3	13	3	-11	40	-5	-21
(2) CCC(=O)Nc1ccc(C(=O)CSc2nnc(-c3cccnc3)o2)cc1
  5	0.3	2	-30	0.1	-3	-11	6	-7	16	-1
(3) Cc1cccc(NC(=O)C(C)Oc2ccc(C)nc2[N+](=O)[O-])c1 (centres undefined)
  -4	-0.2	nt	-20	-0.2	-4	10	0	-9	3	4
(4) CCOC(=O)c1c(-c2ccc3ccccc3c2)csc1NC(=O)CCCC(=O)O
  -6	0.2	nt	2	0.3	5	2	34	10	-8	4
(5) COc1cccc(C(=O)O/N=C(\N)c2ccncc2)c1OC
  -30	0.7	2	-25	0.0	-5	-119	11	-37	-130	-49
(6) COC(OC)C12c3ccccc3C(c3ccccc31)C1C(=O)N(c3cccnc3)C(=O)C12 (centres undefined)
  10	-0.6	2	13	-0.1	-21	25	14	3	7	-32
(7) O=C(NCCc1csc(-c2cccnc2)n1)c1cccs1
  -1	3.3	3	9	-0.1	13	-19	5	nt	-16	-25
(8) Cc1ccc(C)c(C(=O)CN2C(=O)NC3(CCCCCC3)C2=O)c1
  -14	-0.3	nt	-6	0.3	4	-37	-6	2	-29	-9
(9) C#CCOCCOCCOCCNc1nc(N2CCOCC2)nc(N2CCN(C(=O)[C@H]([C@@H](C)CC)n3cc([C@@H](N)CO)nn3)CC2)n1
  -34	-1.1	4	0	0.3	-11	3	9	4	1	-1
(10) COc1ccc(N2CCN(S(=O)(=O)CCNC(=O)c3cccs3)CC2)cc1
  -6	-0.1	1	3	0.3	0	13	-1	6	10	-1
(11) Cc1[nH]n(CCC#N)c(=O)c1CC(=O)N1CCN(c2ccccc2)CC1
  0	-1.3	6	-4	0.0	3	34	-1	6	0	-12
(12) Cc1ccc(NCc2nnc(SCC(=O)Nc3nnc(C)s3)n2C)cc1
  -11	1.5	1	-6	-0.3	-15	3	-4	6	6	1
(13) O=S(=O)(Nc1ccccc1F)c1ccc(Cl)nc1
  21	6.3	4	17	0.0	11	9	-1	1	6	-11
(14) CCn1c2c(c(=N)c3c1CCC3)CCC2
  14	-2.5	3	-2	0.1	9	11	0	7	14	-16
(15) Cc1ccc(CN2CCC(CNC(=O)C3CCCN(c4ncnc5c4nc4n5CCCCC4)C3)CC2)cc1 (centres undefined)
  3	-0.6	-3	22	0.3	-19	14	3	12	-3	-5
(16) O=C(NC(Nc1ncccn1)C(=O)c1ccccc1)c1ccccc1 (centres undefined)
  13	-0.8	3	4	0.2	-6	2	12	-6	10	6
(17) COc1ccc(/C=C(/NC(=O)c2ccc([N+](=O)[O-])cc2)C(=O)NC(C)(C)C)cc1
  4	2.1	-1	4	-0.3	13	-9	-19	-21	10	-27
(18) Cc1ccc(C)c(OCCCC(C)(C)C(=O)O)c1
  18	4.1	3	2	-0.2	34	-6	21	-2	11	0
(19) CCOC(=O)/C=c1\s/c(=C\c2ccc(C(=O)OC)cc2)c(=O)n1CC(=O)Nc1ccccc1
  13	-0.8	0	-52	-0.3	-4	20	-29	2	21	6
(20) Cc1ccc(-c2csc(NC(=O)CSc3nc4ccccc4c(=O)n3CCCN(C)C)n2)cc1
  -1	-4.5	-2	-31	-0.6	0	-40	-19	40	70*	-34
(21) CCN(CC)c1ccc2nc3ccc(N)cc3[n+](-c3ccccc3)c2c1
  90*	-0.2	nt	11	-0.1	-18	1	-8	93*	89*	27
(22) CCOc1ccc(NC(=O)NCCN2C(C)CCCC2C)cc1 (centres undefined)
  36	-2.4	1	9	-0.4	6	18	7	7	7	15
(23) Cc1ccccc1NC1=NC2(CCCC2)N=C(N)N1
  -43	1.0	-2	-12	0.3	-7	14	10	12	11	-17
(24) C=CCOCC(O)Cn1c(N2CCCC2)nc2c1c(=O)n(C)c(=O)n2C (centres undefined)
  -1	4.3	nt	0	0.2	4	15	-18	7	13	-27
(25) CCC(=O)N(CCC1(C(C)C)CCOC(C)(C)C1)C(C)c1cccs1 (centres undefined)
  25	-0.3	3	-9	0.0	14	8	-9	14	9	2
(26) O=Cc1cc2ccccc2nc1SCc1ccc(Cl)cc1
  6	-0.9	-6	-10	-0.3	47	-2	-11	48	24	-4
(27) CC(NC(=O)COc1ccccc1)C(c1cccs1)N1CCCC1 (centres undefined)
  0	-0.6	1	14	0.0	-21	14	13	12	19	-12
(28) COc1ccc(-c2[nH]ncc2CN(C)Cc2ccccn2)c(OC)c1
  -14	-1.0	4	-1	0.6	4	8	-4	-6	8	10
(29) CC1CC(C)CN(C(=O)COC(=O)c2cccc(S(=O)(=O)N(C)c3ccccc3)c2)C1 (centres undefined)
  11	-0.6	nt	8	-0.2	-11	17	4	24	-20	22
(30) CCCn1nnnc1SCC(=O)NC1CCCC1
  -3	-0.3	3	12	-0.1	-14	-6	6	5	9	-10
(31) O=C(Nc1nccs1)c1cn(-c2ccccc2)nc1-c1ccccc1
  -1	6.8	1	32	-0.2	-13	-25	10	-7	9	-11
(32) CCOC(=O)c1ccc(N2C(=O)CC(N3CCC(C(=O)OCC)CC3)C2=O)cc1 (centres undefined)
  -4	-0.1	2	2	0.0	8	4	-3	14	0	7
(33) COC(=O)c1nc(NC(=O)c2ccc(C(C)(C)C)cc2)n[nH]1
  2	-2.5	nt	40	0.2	2	22	1	5	-8	29
(34) CCc1noc(C)c1C(=O)Nc1nc(-c2ccc(Cl)cc2Cl)c(C)s1
  36	1.0	-4	22	0.5	5	11	0	7	9	-1
(35) C/C(=C/C(=O)O)C(=O)Nc1cccc(C(F)(F)F)c1
  1	3.7	0	-16	-0.5	-13	-1	6	-6	18	3
(36) CCc1n[nH]c(=S)n1/N=C/c1ccc2c(c1)OCO2
  -25	-1.5	-6	-15	0.1	2	-7	-9	10	0	-6
(37) Fc1ccc(COc2ccc(-c3nnco3)cc2)cc1
  -73	0.3	-2	-39	-0.1	-16	-337	8	nt	-348	-110
(38) COc1ccc(C(=O)NC(=S)Nc2cccc3ncccc23)cc1[N+](=O)[O-]
  -9	0.0	0	1	0.2	-18	-5	6	-8	13	-26
(39) COc1cccc(NC(=O)CN(C)C(=O)c2cccc(S(=O)(=O)N3CCN(c4ccccc4)CC3)c2)c1
  64	-0.3	1	1	1.0	13	0	-4	18	28	43
(40) COc1ccc(Cn2nnc(C(=O)Nc3ccc(F)cc3)c2N)cc1
  -2	3.7	-3	-3	-0.1	-3	-27	1	-20	-1	-25
(41) O=C(COC(=O)c1cccc(N2C(=O)c3ccccc3C2=O)c1)Nc1ccccc1
  -4	-0.5	-2	-53	-0.1	15	7	4	5	8	-12
(42) CCOc1ccc(Br)cc1/C(C)=N\NC1=NCCN1
  77	-2.7	-4	31	1.3	5	15	-11	33	22	8
(43) CN(C)S(=O)(=O)c1ccc(N2CCCC2)c(C(=O)NNC(=O)c2ccccc2)c1
  10	-0.4	0	-32	-0.2	17	5	-8	1	-11	-5
(44) O=C(Nc1ccc(Oc2ccccc2)nc1)C1CCCCN1Cc1ccco1 (centres undefined)
  17	0.0	2	9	0.8	38	-23	-28	12	-4	-60
(45) Cc1ccc(S(=O)(=O)N[C@@H](Cc2ccccc2)C(=O)CCl)cc1
  -66	-3.9	5	66*	-0.2	72*	-30	-13	32	101*	15
(46) CCOC(=O)c1c(NC(=O)c2cccs2)sc2c1CCCC2
  -2	-3.0	0	13	-0.1	0	11	5	-14	-7	-7
(47) Cc1cccc(NC(=O)c2nc[nH]c2C(=O)NCCCNC(=O)c2[nH]cnc2C(=O)Nc2cccc(C)c2)c1
  9	-0.2	nt	33	-0.3	64*	5	-25	-14	93*	5
(48) O=C(NCc1cccnc1)c1ccccc1[N+](=O)[O-]
  9	0.3	1	-7	0.0	-26	4	11	12	-1	15
(49) CN(C)c1ccc(CN(C(=O)COc2ccccc2)C2CCS(=O)(=O)C2)cc1 (centres undefined)
  -3	-1.1	0	5	-0.3	3	-1	-1	11	22	-18
(50) COc1ccc(S(=O)(=O)N2CCCCC2)cc1NC(=O)c1ccc(OC)c(OC)c1
  8	0.1	nt	-18	-0.3	32	11	-13	-8	3	-17
(51) CC(C)CCn1c(Cl)nc2c1c(=O)n(C)c(=O)n2C
  9	-1.7	0	6	0.2	-16	17	24	-6	13	23
(52) O=C(COC(=O)Cc1cccc(C(F)(F)F)c1)Nc1cccc2ccccc12
  -9	1.6	2	13	-0.1	0	11	-10	9	-2	-2
(53) CN(C)c1ccc(C(C(=O)NCC2CCCO2)N(Cc2ccccc2)C(=O)c2snc(C(N)=O)c2N)cc1 (centres undefined)
  6	-0.2	1	38	-0.3	1	-9	-20	-6	42	-7
(54) CCCCn1c(=O)[nH]c2c(oc3ccccc32)c1=O
  -18	1.2	3	1	0.2	-8	-31	8	-10	-52	-12

Pulled by structure from the list above, 2 records:
Under each structure – Shn3 3UTR inh	hiPSC survival	NR2E3 ag-1	TWEAK-Fn14 inh	aDG glyco act	CF NFkB inh	HIF-2a block	KKLEB cytotox	TRPM1 prom inh	Peg3 promoter	NR2E3 ag-2
(46) CCOC(=O)c1c(NC(=O)c2cccs2)sc2c1CCCC2
  -2	-3.0	0	13	-0.1	0	11	5	-14	-7	-7
(51) CC(C)CCn1c(Cl)nc2c1c(=O)n(C)c(=O)n2C
  9	-1.7	0	6	0.2	-16	17	24	-6	13	23

Screening data (PubChem)
